Bioassay records as filed in PubChem BioAssay.
PLC-beta3 inh – human PLC-beta3 inhibitors, primary screen, biochemical, fluorescence; 370,000 tested, 0.18% active; AID 720704, 2013; inhibition, % at 12.2 µM; 1-phosphatidylinositol 4,5-bisphosphate phosphodiesterase beta-3 (Homo sapiens), Q01970; Purified PLC-beta3, fluorogenic substrate; in the data active = inhibition above about 11%;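 note: 0% = median of compound wells on plate and 100% = full blocker control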
HGIII-sPLA2 inh – human group III sPLA2 inhibitors, primary screen, biochemical, QFRET, BODIPY PC-A2 liposome substrate | Group 3 secretory phospholipase A2 (Homo sapiens), Q9NZ20 | QFRET BODIPY PC-A2 liposome hydrolysis, fluorescence | inhibition, % at 12.2 µM | 370,000 tested, 0.56% active | AID 743126, 2013;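 active = inhibition above mean plus 3 SD of compounds lying within the high and low control bounds, cut at about 19% in these data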;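 note: 0% = median of test compound wells and 100% = no enzyme DMSO wells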
SMARCA2 act – SMARCA2 (BRM) function activators, primary screen, cell-based, luminescence, high throughput | MG213 cells, MMTV-luciferase reporter, dexamethasone, overnight | activation, % at 9.1 µM | 370,000 tested, 1% active; in the data active = activation above about 7.8%;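 note: 0% = vehicle wells and 100% = reference activator wells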
hcDAF12 agonist – H. contortus DAF-12 nuclear receptor activators, primary screen, cell-based, luminescence, HEK293, lit1-tk-luc reporter; HEK293 hcDAF-12 lit1-tk-luc reporter; 0% DMSO, 100% Δ7-dafachronic acid; activation, % at 6.8 µM; 370,000 tested, 1.4% active;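 active = activation above the mean of all tested compounds plus 3 SD, cut at about 5.5% in these data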;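 note: 100% = response to 3 µM Δ7-dafachronic acid high control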
Rev-erbA mod – modulators of Rev-erb alpha DNA binding, primary screen, biochemical, FITC-DNA, fluorescence polarization, uHTS | Nuclear receptor subfamily 1 group D member 1 (Homo sapiens), P20393 | Rev-erbα–FITC-DNA binding, 90 min | activity, % at 10 µM | 370,000 tested, 0.79% active | AID 1259318, 2017;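 active = activity above about 14%, limit read from the data; passing the limit was not always enough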;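 note: 0% = DMSO wells with 35 nM protein and 100% = DMSO wells with 750 nM protein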
Target sequence (P20393 whole entry, looked up): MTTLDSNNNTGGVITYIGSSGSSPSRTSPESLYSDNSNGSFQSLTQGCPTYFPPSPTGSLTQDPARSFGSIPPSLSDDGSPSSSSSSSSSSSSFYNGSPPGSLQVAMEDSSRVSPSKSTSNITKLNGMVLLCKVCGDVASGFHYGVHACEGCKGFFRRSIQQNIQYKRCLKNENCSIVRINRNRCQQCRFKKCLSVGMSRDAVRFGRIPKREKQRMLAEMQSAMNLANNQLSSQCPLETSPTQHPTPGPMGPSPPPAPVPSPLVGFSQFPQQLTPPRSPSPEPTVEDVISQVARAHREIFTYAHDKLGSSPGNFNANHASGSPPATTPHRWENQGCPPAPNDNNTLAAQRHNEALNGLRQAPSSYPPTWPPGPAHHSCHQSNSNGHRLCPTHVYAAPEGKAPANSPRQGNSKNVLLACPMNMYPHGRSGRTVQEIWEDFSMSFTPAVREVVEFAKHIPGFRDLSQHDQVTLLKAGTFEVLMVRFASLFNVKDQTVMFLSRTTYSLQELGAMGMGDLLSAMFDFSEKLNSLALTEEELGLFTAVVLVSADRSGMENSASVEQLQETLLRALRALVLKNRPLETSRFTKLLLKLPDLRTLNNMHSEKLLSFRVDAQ
PG9 Ab binder – binders of HIV-1 gp120 antibody PG9, primary screen, biochemical, TR-FRET; HIV-1 gp120 / PG9 antibody interaction; TR-FRET gp120-PG9 antibody binding; inhibition, % at 6.7 µM; 360,000 tested, 0.43% active; AID 624416, 2012; in the data active = inhibition above about 8.5%
DAX1 inh-1 – DAX1 (NR0B1) inhibitors, primary screen, cell-based, HEK293, Gal4-DAX1, luciferase luminescence | 340,000 tested, 0.99% active | Nuclear receptor subfamily 0 group B member 1 (Homo sapiens), P51843 | inhibition, % at 6.75 µM | AID 504766, 2011 | HEK293 Gal4-DAX1 luciferase reporter;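 active = inhibition above the mean over all tested compounds plus 3 SD, cut at about 4.2% in these data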;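 note: 0% = DAX1-transfected cells with DMSO and 100% = empty-vector control cells with DMSO; inhibition shows as a rise in luminescence from relieved DAX1 repression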
Target sequence (P51843 207-470 limits assumed): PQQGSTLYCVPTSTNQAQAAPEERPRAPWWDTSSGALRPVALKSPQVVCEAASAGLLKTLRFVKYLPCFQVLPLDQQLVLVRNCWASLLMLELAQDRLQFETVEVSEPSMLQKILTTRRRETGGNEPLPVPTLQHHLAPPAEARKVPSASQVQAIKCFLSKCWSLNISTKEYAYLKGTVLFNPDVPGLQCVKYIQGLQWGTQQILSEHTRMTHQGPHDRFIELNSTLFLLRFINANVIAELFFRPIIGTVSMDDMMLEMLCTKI
FXN GAA850 act – FXN promoter activators, primary screen, cell-based, luciferase luminescence, HEK293 lucGAA850; AID 540364, 2011; 360,000 tested, 0.56% active; activation, % at 6 µM; HEK293 lucGAA850 FXN promoter luciferase reporter, 24 h; percent of 10 µM SAHA response;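 active = activation above the average of all compounds screened plus 3 SD, cutoff fixed separately per campaign, cut at about 7.5% in these data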;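 note: 0% = DMSO wells and 100% = 10 µM SAHA wells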
hgDAF-12 ag – H. glycines DAF-12 receptor agonists, primary screen, cell-based, luminescence, HEK293, GAL4 fusion, UAS-luciferase | 370,000 tested, 1.8% active | Nuclear hormone receptor DAF-12 (Heterodera glycines), GAL4 fusion | activation, % at 6.8 µM | HEK293 GAL4-hgDAF12 UAS-luciferase reporter, agonist luminescence; normalized to butyrate control | AID 687014, 2013;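 active = activation above a cutoff set at the mean of all screened compounds plus 3 SD, cut at about 10% in these data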;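 note: 0% = DMSO wells and 100% = sodium butyrate wells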
ssDAF12 agonist – S. stercoralis DAF-12 nuclear receptor activators, primary screen, cell-based, luminescence, HEK293, GRIP1 co-expression, lit1-tk-luc; Nuclear hormone receptor DAF-12 (Strongyloides stercoralis); HEK293 ssDAF-12/GRIP1 lit1-tk-luc reporter; % of 3 µM dafachronic acid response; activation, % at 6.8 µM; 370,000 tested, 1% active; AID 652126, 2013;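 active = activation above the mean over all tested compounds plus 3 SD, cut at about 0.9% in these data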;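 note: 0% = DMSO-only wells and 100% = 3 µM delta7-dafachronic acid wells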
DAX1 inh-2 – DAX1 (NR0B1) inhibitors on StAR promoter, primary screen, cell-based, luminescence, SF-1 (NR5A1), full-length DAX-1. AID 652010, 2013. inhibition, % at 6.8 µM. 370,000 tested, 1.1% active. HEK293T StAR-luciferase reporter, SF-1/DAX-1 repression relief;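 active = inhibition above the mean over all tested compounds plus 3 SD, cut at about 3.6% in these data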;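 note: 0% = DAX-1 cells with DMSO and 100% = cells lacking DAX-1 with DMSO; higher inhibition means more luminescence from relief of DAX-1 repression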
* = called active by the depositor; nt = no result given.

[1] Cc1ccc(S(=O)(=O)N(C)CCCC(=O)Nc2ccncc2)cc1
[2] O=C(c1cc(COc2c(F)cccc2F)on1)N1CCN(C2CCCCC2)C(=O)C1
[3] Cc1c2cnn(CC(=O)NCCCN3CCCCC3C)c(=O)c2c(C)n1Cc1ccccc1 (stereo not drawn)
[4] CN(CC(=O)NCc1cccs1)CC(=O)Nc1ccc(F)c(F)c1F
[5] Cc1ccc(NC(=S)N(Cc2cccs2)Cc2cc3cccc(C)c3[nH]c2=O)cc1
[6] CS(=O)(=O)Nc1ccccc1C(=O)NCc1ccccc1Cl

| screen / no. | 1 | 2 | 3 | 4 | 5 | 6 |
| --- | --- | --- | --- | --- | --- | --- |
| PLC-beta3 inh | 5 | -9 | -4 | -6 | 2 | -4 |
| HGIII-sPLA2 inh | -2 | -4 | -5 | -2 | 0 | 3 |
| SMARCA2 act | -4 | -2 | -2 | 1 | 2 | -3 |
| hcDAF12 agonist | -2.7 | 1.3 | 0.5 | -0.5 | 0.1 | -0.9 |
| Rev-erbA mod | -1 | 1 | 6 | 3 | -6 | -6 |
| PG9 Ab binder | 2.5 | -1.8 | -2.3 | -1.8 | -1.3 | -0.3 |
| DAX1 inh-1 | -2.6 | 1.9 | -0.4 | -0.1 | -1.5 | 3.0 |
| FXN GAA850 act | -2.6 | 2.1 | 0.5 | 1.9 | 1.4 | 1.3 |
| hgDAF-12 ag | -5.8 | 0.1 | 1.8 | 0.4 | 3.4 | -2.1 |
| ssDAF12 agonist | -0.9 | -1.4 | -1.4 | -0.7 | -1.3 | -1.2 |
| DAX1 inh-2 | -2.9 | -0.1 | 0.6 | -2.4 | 0.7 | -0.3 |

[7] O=C(Nc1ccc(NC(=O)c2cccnc2Cl)cc1)c1cccc(Cl)c1
[8] O=C(c1cccc(F)c1)N1CCN(c2ccc([N+](=O)[O-])c3cccnc23)CC1
[9] Cc1cc(C(=O)Nc2c(F)cc(F)cc2Br)c(C)o1
[10] CC1CC(=O)C2=C(C1)Nc1ncnn1C2c1ccccc1 (stereo not drawn)
[11] CCN(CC(=O)Nc1ccc2c(c1)OCCO2)S(=O)(=O)c1ccc(F)cc1
[12] O=C(Cn1cc(C(=O)C2CCCCC2)c2ccccc21)NCC1CCCO1 (stereo not drawn)

| screen / no. | 7 | 8 | 9 | 10 | 11 | 12 |
| --- | --- | --- | --- | --- | --- | --- |
| PLC-beta3 inh | -6 | -3 | 4 | -3 | -2 | -3 |
| HGIII-sPLA2 inh | 0 | 2 | 8 | 1 | -3 | -3 |
| SMARCA2 act | 1 | -2 | -3 | -2 | 2 | -1 |
| hcDAF12 agonist | 0.4 | -2.4 | -0.6 | -1.7 | -1.3 | -0.8 |
| Rev-erbA mod | 7 | 5 | 1 | 3 | 2 | -4 |
| PG9 Ab binder | -0.5 | -2.8 | 0.3 | -1.7 | 0.3 | 0.8 |
| DAX1 inh-1 | -1.1 | -0.2 | 0.9 | 0.0 | -0.1 | -0.4 |
| FXN GAA850 act | 1.5 | 2.4 | 2.6 | 1.6 | 2.0 | 0.7 |
| hgDAF-12 ag | 4.3 | -6.3 | -0.8 | -1.3 | -0.6 | 0.3 |
| ssDAF12 agonist | -1.0 | -1.0 | -1.4 | -0.8 | -1.2 | -1.0 |
| DAX1 inh-2 | -0.4 | 1.1 | -0.2 | 0.2 | 0.0 | 0.3 |

[13] CCOCCCNCc1cc(Br)ccc1OCc1ccccc1
[14] O=C(CNc1ccc(Br)cc1)Nc1cccc(S(=O)(=O)N2CCCC2)c1
[15] Cc1ccccc1-c1ccc2c(c1)[C@@H]1C[C@H](N(C)C(=O)Nc3ccccc3)[C@H]([C@H](C)O)CN1CC2
[16] Cc1ccc(-c2ccc(/C=N/NC(=O)CN3CCOCC3)o2)cc1[N+](=O)[O-]
[17] COc1ccc(-c2nc(CN3CCN(Cc4cccc(Cl)c4)CC3)c(C)o2)cc1
[18] COC(=O)C1=C(C)NC(=O)CC1c1ccc(C(=O)OC)cc1 (stereo not drawn)

| screen / no. | 13 | 14 | 15 | 16 | 17 | 18 |
| --- | --- | --- | --- | --- | --- | --- |
| PLC-beta3 inh | 0 | -6 | -43 | -4 | -14 | -1 |
| HGIII-sPLA2 inh | -15 | -16 | 11 | -6 | -18 | -2 |
| SMARCA2 act | -2 | -1 | -3 | 1 | -2 | 0 |
| hcDAF12 agonist | 0.0 | -1.0 | -1.9 | -1.8 | -1.0 | 0.1 |
| Rev-erbA mod | 4 | -1 | -2 | -4 | 4 | -1 |
| PG9 Ab binder | -6.5 | -0.6 | 1.4 | -1.8 | 0.0 | 0.3 |
| DAX1 inh-1 | 1.2 | -0.9 | nt | -1.5 | 5.8* | 0.2 |
| FXN GAA850 act | -1.0 | -0.9 | nt | 2.2 | 2.9 | 1.2 |
| hgDAF-12 ag | 0.9 | 2.3 | -1.0 | -0.1 | 0.8 | 0.6 |
| ssDAF12 agonist | -2.3 | -1.5 | -0.3 | -1.2 | -0.9 | -0.5 |
| DAX1 inh-2 | -0.6 | -0.9 | 0.2 | -1.9 | -0.6 | 0.1 |

[19] COc1cc(OC)c(OC)cc1/C=N/NC(=O)c1ccc(=O)n(C)c1
[20] CNC(=O)CSc1nc2ccccc2c(=O)n1-c1cc(OC)ccc1OC
[21] CCCc1c(Cc2cccc(F)c2)ncn1Cc1cccc(-c2ccccc2)c1
[22] COc1cccc(-c2nc(-c3ccc(Br)o3)no2)c1
[23] O=C(O)c1cn(-c2ccc(F)c(F)c2)c2c(F)c(F)c(F)c(F)c2c1=O
[24] CC(C)Cn1c(N)c(C(=O)COC(=O)c2ccc(F)cc2)c(=O)n(C)c1=O

| screen / no. | 19 | 20 | 21 | 22 | 23 | 24 |
| --- | --- | --- | --- | --- | --- | --- |
| PLC-beta3 inh | -64 | -8 | -9 | -7 | -27 | -2 |
| HGIII-sPLA2 inh | 12 | -3 | -4 | 12 | 4 | -11 |
| SMARCA2 act | -2 | -1 | -8 | 7 | -1 | -1 |
| hcDAF12 agonist | -1.3 | -0.2 | -1.1 | 7.6* | -1.8 | -1.9 |
| Rev-erbA mod | 6 | -3 | -6 | 8 | -2 | 0 |
| PG9 Ab binder | -3.7 | 0.1 | 0.4 | 0.3 | 0.6 | -1.8 |
| DAX1 inh-1 | -0.6 | 4.1 | nt | 5.4* | 1.1 | 0.8 |
| FXN GAA850 act | -0.8 | -2.2 | nt | 3.2 | 0.1 | 0.7 |
| hgDAF-12 ag | 0.0 | 0.3 | 1.0 | 31* | -0.1 | 0.2 |
| ssDAF12 agonist | -1.7 | -1.5 | -1.2 | 2.0* | -1.9 | -1.9 |
| DAX1 inh-2 | -0.6 | 0.1 | 0.3 | 4.4* | -0.3 | -1.2 |

2 of the compounds above, with tabs:
no.	Molecule	PLC-beta3 inh	HGIII-sPLA2 inh	SMARCA2 act	hcDAF12 agonist	Rev-erbA mod	PG9 Ab binder	DAX1 inh-1	FXN GAA850 act	hgDAF-12 ag	ssDAF12 agonist	DAX1 inh-2
21	CCCc1c(Cc2cccc(F)c2)ncn1Cc1cccc(-c2ccccc2)c1	-9	-4	-8	-1.1	-6	0.4	nt	nt	1.0	-1.2	0.3
20	CNC(=O)CSc1nc2ccccc2c(=O)n1-c1cc(OC)ccc1OC	-8	-3	-1	-0.2	-3	0.1	4.1	-2.2	0.3	-1.5	0.1

Reprinted: entries 16–24
[16] Cc1ccc(-c2ccc(/C=N/NC(=O)CN3CCOCC3)o2)cc1[N+](=O)[O-]
[17] COc1ccc(-c2nc(CN3CCN(Cc4cccc(Cl)c4)CC3)c(C)o2)cc1
[18] COC(=O)C1=C(C)NC(=O)CC1c1ccc(C(=O)OC)cc1 (stereo not drawn)
[19] COc1cc(OC)c(OC)cc1/C=N/NC(=O)c1ccc(=O)n(C)c1
[20] CNC(=O)CSc1nc2ccccc2c(=O)n1-c1cc(OC)ccc1OC
[21] CCCc1c(Cc2cccc(F)c2)ncn1Cc1cccc(-c2ccccc2)c1
[22] COc1cccc(-c2nc(-c3ccc(Br)o3)no2)c1
[23] O=C(O)c1cn(-c2ccc(F)c(F)c2)c2c(F)c(F)c(F)c(F)c2c1=O

| screen / no. | 16 | 17 | 18 | 19 | 20 | 21 | 22 | 23 |
| --- | --- | --- | --- | --- | --- | --- | --- | --- |
| PLC-beta3 inh | -4 | -14 | -1 | -64 | -8 | -9 | -7 | -27 |
| HGIII-sPLA2 inh | -6 | -18 | -2 | 12 | -3 | -4 | 12 | 4 |
| SMARCA2 act | 1 | -2 | 0 | -2 | -1 | -8 | 7 | -1 |
| hcDAF12 agonist | -1.8 | -1.0 | 0.1 | -1.3 | -0.2 | -1.1 | 7.6* | -1.8 |
| Rev-erbA mod | -4 | 4 | -1 | 6 | -3 | -6 | 8 | -2 |
| PG9 Ab binder | -1.8 | 0.0 | 0.3 | -3.7 | 0.1 | 0.4 | 0.3 | 0.6 |
| DAX1 inh-1 | -1.5 | 5.8* | 0.2 | -0.6 | 4.1 | nt | 5.4* | 1.1 |
| FXN GAA850 act | 2.2 | 2.9 | 1.2 | -0.8 | -2.2 | nt | 3.2 | 0.1 |
| hgDAF-12 ag | -0.1 | 0.8 | 0.6 | 0.0 | 0.3 | 1.0 | 31* | -0.1 |
| ssDAF12 agonist | -1.2 | -0.9 | -0.5 | -1.7 | -1.5 | -1.2 | 2.0* | -1.9 |
| DAX1 inh-2 | -1.9 | -0.6 | 0.1 | -0.6 | 0.1 | 0.3 | 4.4* | -0.3 |

[24] CC(C)Cn1c(N)c(C(=O)COC(=O)c2ccc(F)cc2)c(=O)n(C)c1=O

| screen / no. | 24 |
| --- | --- |
| PLC-beta3 inh | -2 |
| HGIII-sPLA2 inh | -11 |
| SMARCA2 act | -1 |
| hcDAF12 agonist | -1.9 |
| Rev-erbA mod | 0 |
| PG9 Ab binder | -1.8 |
| DAX1 inh-1 | 0.8 |
| FXN GAA850 act | 0.7 |
| hgDAF-12 ag | 0.2 |
| ssDAF12 agonist | -1.9 |
| DAX1 inh-2 | -1.2 |
